# Source: PubChem BioAssay (National Center for Advancing Translational Sciences (NCATS))
# Coupling enz = inhibits coupling enzyme system, counter-screen for aldolase hits; coupling enzyme system counterscreen, AmpLite Red fluorescence; activity change, negative = inhibition, % at 58.2 µM, hits read low; hit rate 0.67% among 290,000; in the data active = activity change below about -30%; also: % is scaled to controls: 0 for no effect and ±100 for the full control effect
#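 Fluorescence at 525 nm excitation and 598 nm emission measured inhibition of the coupled detection system without aldolase. Compounds (at 57.5 uM final) were preincubated 10 min at room temperature with coupling enzyme reagent before a 20 min substrate/AmpLite Red step.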
# B2AR arrestin = agonists driving beta-arrestin recruitment to human beta2-adrenergic receptor | P07550 | Potency, µM (top dose mostly 46.1 µM), without a hit: at the highest dose activation, most hits filed as activators | beta-arrestin recruitment to beta2AR, cell-based reporter | hit rate 0.02% among 330,000;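 also: potency is read from the fitted curve at half-maximal effect; 0% = DMSO controls and full agonism = EC100 isoproterenol or metaproterenol; nearly all actives have a fitted effect of over 65% in size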
# Target sequence (P07550 whole entry, looked up): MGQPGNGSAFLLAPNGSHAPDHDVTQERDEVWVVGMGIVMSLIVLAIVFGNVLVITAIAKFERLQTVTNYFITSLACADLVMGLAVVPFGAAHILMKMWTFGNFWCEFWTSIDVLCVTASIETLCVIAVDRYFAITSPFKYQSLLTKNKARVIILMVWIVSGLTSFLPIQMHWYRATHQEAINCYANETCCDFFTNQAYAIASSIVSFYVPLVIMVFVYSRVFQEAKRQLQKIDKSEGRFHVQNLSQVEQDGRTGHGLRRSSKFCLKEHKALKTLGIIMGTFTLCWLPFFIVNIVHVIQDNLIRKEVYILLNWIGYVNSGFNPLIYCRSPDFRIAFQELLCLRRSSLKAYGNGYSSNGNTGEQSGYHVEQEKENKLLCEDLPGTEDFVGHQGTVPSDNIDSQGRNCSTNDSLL
# Menin MLL FP TR = displaces Texas Red mutant MLL peptide from human menin; AID 1768; O00255; hit rate 0.23% among 270,000; Menin + Texas Red MLL mutant peptide, fluorescence polarization; Potency, µM (highest dose often 61.6 µM), for inactives: top-dose FP activity change, negative = inhibition, most hits filed as inhibitors; active = well fitted inhibition curve with a large enough effect in the polarisation, with a control signal flat, not every such curve was filed as active; inconclusive = small, poorly fitted or top-dose-only effect, or effect the other way, or a change in a side signal; inactive = no such curve, though single readings can be large or run the other way; the % refers to the polarisation; also: potency is read from the fitted curve at half-maximal effect; % of control where 0% means no effect; many of its hits are not listed in these tables
# BCR signal inh = blocks chronic active B-cell receptor signaling | ABC-DLBCL IkBa-CBG/CBR reporter, luminescence ratio, 4 h | Potency, µM (series often up to 46.1 µM), without a hit: at the highest dose ratio change, negative = lower green/red ratio, usual class: inhibitors | hit rate 0.05% among 340,000 | AID 493014; active = well fitted inhibition curve with a large enough effect in the signal ratio, with a control signal flat, not every such curve was filed as active; inconclusive = small, poorly fitted or top-dose-only effect, or effect the other way, or a change in a side signal; the % refers to the signal ratio;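 also: potency is read from the fitted curve at half-maximal effect; plate controls were basal doxycycline-induced cells for no effect and cells given 10 µM MG132 for full effect; MG132 reads +100%, hits lower the ratio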
#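 Doxycycline induced both beetle luciferases in TMD8 lymphoma cells; IKK-driven degradation limits the IkappaBalpha-fused green signal, while red luminescence normalises for cell number and nonspecific effects. Compounds tested up to 46 uM, 4 hrs.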
# GALK inhibitor = inhibitors of human galactokinase | P51570 | Purified GALK, Kinase-Glo residual ATP luminescence | Potency, µM (top dose mostly 57.5 µM), inactives show top-dose activity change, negative = inhibition, usual class: inhibitors | hit rate 0.007% among 270,000 | AID 1868; also: potency is read from the fitted curve at half-maximal effect; % is scaled to controls: 0 for no effect and ±100 for the full control effect
#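 ATP-depletion format; final 35 uM ATP, 100 uM D-galactose, 5 nM enzyme; pH 8.0 HEPES/Mg2+ buffer; 60 min RT; luminescence read 10 min after detection reagent.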
# Giardia killer = kills Giardia lamblia; hit rate 0.15% among 340,000; Giardia lamblia trophozoite viability; AID 540267; activity change, % at 7.66 µM, hits read low; in the data active = activity change below about -80%; inconclusive = between about -30% and that limit;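 also: parasites exposed to compound for two days anaerobically before the ATP read; % is scaled to controls: 0 for no effect and ±100 for the full control effect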
#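 Trophozoite viability was measured as ATP-dependent luminescence, read 15-30 min after reagent addition. Before that, parasites at 100 cells/well were exposed to compounds for 48 h, anaerobically, at 37 deg C.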
# ASM inhibitor = human S-ASM enzyme inhibition | placental ASM, HMU-PC fluorogenic substrate, 60 min | Potency, µM (series often up to 57.5 µM), inactives show at the highest dose activity change, negative = inhibition, hits mostly inhibitors | hit rate 0.006% among 340,000; also: potency is read from the fitted curve at half-maximal effect
#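 HMU-PC0 cleavage (9 uM final) by human placental ASM, 60 min at 37 °C following 10 min compound exposure at RT; stopped at pH 10, fluorescence Ex 386/Em 447 nm.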
# PKM2 act = increases activity of human pyruvate kinase M2. AID 1631. hit rate 0.34% among 260,000. P14618. purified PKM2, Kinase-Glo ATP luminescence, activation; response scale: 0% is enzyme alone, no compound. Potency, µM (top dose mostly 57.5 µM), without a hit: at the top dose activation, hits mostly activators; also: potency is read from the fitted curve at half-maximal effect; % is scaled to controls: 0 for no effect and ±100 for the full control effect; nearly all actives have a fitted effect of over 55% in size
# Target sequence (P14618 whole entry, looked up): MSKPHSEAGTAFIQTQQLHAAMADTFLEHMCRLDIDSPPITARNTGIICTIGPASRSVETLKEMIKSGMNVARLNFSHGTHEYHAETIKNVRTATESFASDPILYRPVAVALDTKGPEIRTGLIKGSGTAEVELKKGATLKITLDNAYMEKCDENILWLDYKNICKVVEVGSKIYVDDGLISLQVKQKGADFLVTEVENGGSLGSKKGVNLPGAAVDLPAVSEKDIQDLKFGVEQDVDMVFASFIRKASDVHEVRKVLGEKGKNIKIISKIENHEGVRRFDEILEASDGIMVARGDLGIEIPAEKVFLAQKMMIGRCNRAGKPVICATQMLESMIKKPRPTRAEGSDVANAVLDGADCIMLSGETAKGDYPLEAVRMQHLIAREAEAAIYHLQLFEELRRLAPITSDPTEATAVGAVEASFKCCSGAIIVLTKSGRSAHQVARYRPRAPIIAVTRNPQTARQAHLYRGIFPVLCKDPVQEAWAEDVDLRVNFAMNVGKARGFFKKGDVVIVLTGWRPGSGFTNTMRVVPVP
#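 Purified hPK-M2 (>95%) run at intermediate activity with 0.1 mM ADP and 0.5 mM PEP in 50 mM imidazole pH 7.2, KCl, MgCl2; 1 h room temperature. ATP formed read by Kinase-Glo luminescence; normalized to uninhibited and no-enzyme controls.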
# a7 integrin act = activates integrin-mediated alleviation for muscular dystrophy; alpha7betagal myoblasts, beta-gal FDG fluorescence, 48 h; AID 624291; Potency, µM (titrated, usually from 38.3 µM), for the others: at the highest dose activation, most hits filed as activators; hit rate 0.064% among 350,000;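 also: potency is read from the fitted curve at half-maximal effect; 100% = response of the positive control SU9516; nearly all actives have a fitted effect of over 60% in size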
#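 alpha7betagal+/- myoblasts (passage 13, 250/well) treated 48 h at 37C with compounds at 1:260 dilution of DMSO stock. Lysed, then beta-galactosidase activity read as FDG fluorescence (ex 480/em 540) after 30 min, with pre-read for autofluorescence.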
# Tb PFK inh = inhibitors of T. brucei phosphofructokinase | T. brucei PFK, ADP-Glo luminescence | hit rate 0.17% among 330,000 | Potency, µM (series often up to 57.5 µM), without a hit: top-dose activity, negative = inhibition, actives largely listed as inhibitors | O15648;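 also: potency is read from the fitted curve at half-maximal effect; 0% = uninhibited 1x PFK enzyme wells and -100% = no-enzyme wells; nearly all actives have a fitted effect of over 60% in size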
#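 Luminescent ADP detection (ADP-Glo, two-step: ATP depletion then ADP-to-ATP conversion for luciferase) reported PFK activity after 45 min room-temperature reaction of 1.25 nM enzyme with 0.5 mM F6P and 0.1 mM ATP at pH 8.0.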
# PTAP TSG101 blk = blocks PTAP/TSG101 interaction to inhibit HIV-1 budding | Q99816 | Fluorescence polarization, FITC-PTAP peptide / Tsg101 binding | Potency, µM (doses to about 115 µM), inactives show at the top dose activity change, negative = inhibition, most hits filed as inhibitors | 340,000 tested, under 10 active; active = well fitted inhibition curve with a large enough effect in the main read-out, with a control signal flat, not every such curve was filed as active; inconclusive = small, poorly fitted or top-dose-only effect, or effect the other way, or a change in a side signal; inactive = no such curve, though single readings can be large or run the other way; also: potency is read from the fitted curve at half-maximal effect; % of control where 0% means no effect
#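 Steps: Tsg101 binding domain dispensed (10 uM final), compounds pinned in DMSO, FITC-labeled PTAP-motif peptide added (50 nM final); after 20 min binding at room temperature, polarization measured.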
# Numbers without * were called inactive; u = inconclusive; x = not tested or not shown; [ ] = dose if it differs, or a comment. Unless noted, calls follow the shape of the dose curve; as a rule, active = well fitted curve in the direction sought with a large enough effect; inconclusive = small, poorly fitted or top-dose-only effect, or another doubt; inactive = no such curve, though single readings can be large; an effect the other way counts as inactive or inconclusive. Not all compounds are listed; rates above refer to the full screens.
SMILES,Coupling enz,B2AR arrestin,Menin MLL FP TR,BCR signal inh,GALK inhibitor,Giardia killer,ASM inhibitor,PKM2 act,a7 integrin act,Tb PFK inh,PTAP TSG101 blk
Cc1ccc(C(=O)Nc2nc(=O)n(C(=O)C3CC3)s2)cc1,-4,-0.2%,u,u,-2%,-2,0%,-15%,4%,-4%,0%
COc1ccc(NS(=O)(=O)c2ccc(-c3n[nH]c(=S)n3Cc3ccccc3)cc2)cc1,-2,-0.2%,x,-1%,-1%,10,-11%,-4%,-10%,-2%,-3%
O=C1C[C@@H](c2ccc(O[C@@H]3O[C@H](CO)[C@@H](O)[C@H](O)[C@H]3O)cc2)Oc2cc(O)ccc21,1,u,5%,-10%,x,u,-1%,-21%,16%,-2%,-2%
COc1cccc(CNC(=O)C2CCC(=O)N(CC3CCCCC3)C2)c1OC (stereo unspecified),x,0.0%,x,7%,-10%,9,0%,x,6%,-7%,0%
O=C(CSc1nnc(C2COc3ccccc3O2)o1)NC1CCCCC1 (stereo unspecified),1,-0.3%,9%,12%,-1%,13,3%,3%,5%,-2%,0%
COc1ccc(C)cc1NC(=O)c1nnn(CCc2ccccc2)c1N,-1,0.2%,u,4%,3%,2,-9%,-6%,-4%,-1%,1%
CC(=O)N(C)c1ccc(NC(=S)NC(=O)/C=C/c2ccco2)cc1,0,0.3%,1%,u,5%,-22,-2%,x,-24%,-6%,-1%
CCN(CC(=O)NC(C)C)C(=O)C(CCSC)NC(=O)c1ccccc1OC (stereo unspecified),3,0.3%,5%,3%,2%,-13,-1%,3%,0%,1%,-2%
O=C(CCc1ccccc1)Nc1ccnn1C1CCN(C/C=C/c2ccccc2)CC1,-1,-0.8%,-7%,-12%,-1%,-22,5%,x,-30%,2%,0%
C=Cn1cc[n+](CC(=O)c2ccc(OC)c(OC)c2)c1,0,-0.2%,23%,-2%,-8%,-5,5%,1%[11.5 µM],6%,8%,-4%
Cc1ccc(N2CC(NC(=O)C(=O)c3c(C)[nH]c4ccccc34)CC2=O)cc1C (stereo unspecified),x,-0.1%,x,3%,x,-22,x,x,0%,3%,-2%
CC(C)Cn1c(=O)c2sccc2n2c(CCCC(=O)NC3CCN(Cc4ccccc4)CC3)nnc12,-2,-0.3%,1%,0%,-1%,29,-2%,-9%,-52%[inhibitor],1%,-2%
CCOC(=O)Nc1nnc(CCc2ccccc2)s1,-2,0.3%,1%,u,-1%,-22,81%[activator],0%,-26%,-4%,-5%
O=C(Nc1ccccc1Cl)Nc1cccnc1Cl,0,-0.1%,7%,u,0%,3,-3%,11%,-18%,-4%,-1%
Cc1nc(NCc2ccccc2)[nH]c(=O)c1CCC(C)C,2,0.1%,0%,u,-5%,8,-1%,-3%,1%,-14%,x
CCn1c(SCC(=O)N/N=C\c2ccccc2OCC(=O)O)nnc1-c1ccc(Cl)cc1,-2,0.3%,x,2%,-1%,-28,1%,0%,10%,-4%,-6%
Cc1ccc(C2CC(=O)c3cnc(NC(=O)c4ccco4)nc3C2)cc1 (stereo unspecified),2,-0.1%,2%,4%,-1%,-19,0%,-2%,0%,-1%,1%
COC(=O)c1c(C(=O)OC)c(-c2ccccc2)n2c1CCC2,8,2.6%,u,4%,x,-4,1%,-2%,-13%,-2%,-5%
Cc1cc(CNC(=O)CC2C(=O)NCCN2Cc2ccccc2)nn1C (stereo unspecified),x,0.3%,x,0%,7%,-12,14%,x,-9%,-2%,-8%
Cc1ccc2cc(CN(Cc3ccco3)C(=O)c3cccs3)c(=O)[nH]c2c1,0,0.0%,-11%,u,-3%,2,-5%,u,-16%,0%,-6%
O=C(CSCc1nc2ccccc2[nH]1)Nc1ccc(Oc2ccccc2)cc1,3,0.3%,12%,15%,-3%,4,-5%,3%,0%,-6%,-2%
CC(=O)Nc1ccc(SCC(=O)Nc2ccc3c(c2)OCCO3)cc1,x,-0.1%,x,-3%,x,5,5%,x,-7%,-17%,-5%
COC(=O)C1CCN(C(=O)CCC2CCCCC2)CC1,2,-0.1%,10%,14%,0%,7,4%,-2%,4%,-5%,-2%
CSc1ccc(S(=O)(=O)N2CCC(C(=O)Nc3ccc(NC(C)=O)cc3)CC2)cc1,2,0.1%,6%,12%,-1%,u,5%,-2%,4%,0%,-1%
COc1ccc(CNC2CCCCC2)cc1,1,0.0%,2%,-3%,-2%,4,0%,-16%,10%[7.66 µM],-3%,-5%
COCCOC(=O)c1c(C)oc2ccc(OC(=O)COc3c(F)c(F)c(F)c(F)c3F)cc12,1,-0.1%,-8%,u,0%,3,-6%,-4%,12%,0%,-1%
CCOc1ccc(OCC(=O)OC(C)C(=O)NC2CCCCC2C)cc1 (stereo unspecified),x,-0.4%,x,1%,x,5,3%,x,-16%,6%,2%
O=C(OCC(=O)c1ccccc1Cl)c1cnccn1,1,-0.3%,-2%,-1%,0%,12,-4%,1%,22%,2%,-2%
Nc1cc2ccccc2oc1=O,3,-0.5%,-3%,u,4%,1,0%,2%,4%,-4%,0%
CN(C)S(=O)(=O)c1ccc(N2CCOCC2)c(C(=O)O)c1,1,-0.2%,4%,u,-3%,5,5%,-7%,-9%,1%,-5%
CCn1c(-c2cccnc2Cl)nc2ccccc21,0,0.0%,-12%,5%,0%,-6,3%,1%,-5%,7%,-2%
NC(=O)C1CCN(CCC(=O)Nc2ccc(F)c(F)c2)CC1,-2,0.5%,5%,0%,4%,-5,5%,0%,-16%,-2%,-3%
Cc1cc(C(=O)CCC(=O)NC(C)c2ccc(S(N)(=O)=O)cc2)c(C)s1 (stereo unspecified),x,-0.3%,x,0%,x,u,3%,x,-5%,-6%,-2%
Cc1ccc(S(=O)(=O)Nc2ccc3c(c2)OCCO3)c(C)c1NS(C)(=O)=O,0,0.1%,-2%,-1%,0%,0,-3%,2%,11%,1%,-1%
CCOc1ccc(C(=O)N/N=C/c2cc([N+](=O)[O-])cs2)cc1,3,-0.2%,4%,17%,-1%,11,5%,10%,0%,u,-3%
O=C(NNS(=O)(=O)c1ccc(Cl)cc1)c1cnn(-c2ccccc2)c1-n1cccc1,0,-0.3%,13%,u,-1%,3,-11%,4%,-7%,0%,0%
Cc1ccccc1NC1=NC(=S)N(c2ccccc2)C12CCCCC2,0,-1.3%,-4%,u,x,-2,-3%,6%,0%,-7%,-5%
C/C(=N\Nc1ncc(Cl)cc1Cl)c1ccc2c(c1)OCO2,1,0.0%,-9%,u,1%,6,5%,-2%,8%,-1%,2%
Cc1nc(N2CCOCC2)c(C#N)c(C)c1Br,4,0.0%,x,-16%,-2%,-8,-1%,-4%,13%,3%,-4%
N=c1n(Cc2ccccc2)c2ccccc2n1CC(O)c1ccco1 (stereo unspecified),2,-0.2%,-4%,-1%,2%,-8,7%,-1%,-51%[inhibitor],0%,-6%
N#Cc1ccc(OCC(=O)N/N=C2/CC(c3ccccc3)Oc3ccccc32)cc1 (stereo unspecified),-1,-0.7%,-1%,-4%,1%,6,2%,4%,-11%,2%,-3%
O=C(NCc1ccncc1)C1CCCN(S(=O)(=O)Cc2ccccc2)C1 (stereo unspecified),3,-0.6%,27%,14%,0%,-15,3%,-2%,-18%,-1%,-16%
Cc1cccc(-c2onc3ccc(C4(C)OCCO4)cc23)c1,-1,0.1%,0%,8%,0%,u,-2%,4%,31%,-2%,-1%
Cc1nn2c(N3CCOCC3)cc(C(C)(C)C)nc2c1-c1ccccc1,1,0.1%,9%,2%,1%,-20,7%,x,0%,1%,-5%
CC(C)N(Cc1nc(-c2ccccc2)no1)C(=O)c1ccc(Br)o1,-2,0.3%,0%,6%,1%,-9,-2%,0%,-13%,0%,-7%
CC(C)(C)OC(=O)N1O[C@H]2C[C@@H]1[C@@H]1[C@@H]2N=NN1C12CC3CC(CC(C3)C1)C2,x,3.4%,x,2%,x,17,0%,x,22%,1%,-2%
Cc1ccc2c(C)c(C(=O)N(Cc3ccccc3)C3CCS(=O)(=O)C3)oc2c1 (stereo unspecified),1,0.1%,-9%,u,5%,-2,-8%,3%,1%,0%,0%
